# Source: PubChem BioAssay (several laboratories)
# KCNQ1 inh – inhibitors of human KCNQ1 potassium channel; P51787; CHO-K1 KCNQ1, FluxOR thallium flux fluorescence; hits give high values; B-score at 10 µM; hit rate 1.3% among 310,000; AID 2642;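 active = compounds whose thallium flux B-score, printed positive for inhibition, exceeds three library SD while starting fluorescence stays within three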;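 also: channel opened by potassium depolarization with thallium stimulus after 20 min compound exposure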
# DYRK1A inh – inhibitors of rat Dyrk1A kinase. inhibition, % at 12.5 µM. ADP-Glo luminescence, NFATc1 peptide. AID 504441. hit rate 0.43% among 310,000. Q63470; in the data active = inhibition above about 50%;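 also: plate controls were vehicle with enzyme for no effect and no enzyme for full effect; many of its hits are not listed in these tables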
# KCNK3 inh – human KCNK3 channel inhibition, primary screen. hit rate 0.84% among 340,000. CHO-KCNK3 thallium flux, FluxOR fluorescence; hits give low values. AID 602410. B-score at 10 µM. O14649;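 active = B-score under library mean minus 4 SD, starting fluorescence ratio at most library mean plus 5 SD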;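 also: more negative B-score means stronger inhibition of thallium flux through KCNK3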
# hERG rescue – hERG (human) protection from proarrhythmic block | activation (rescue from dofetilide block), less the hit threshold, % at 10 µM | Q12809 | hit rate 0.51% among 310,000 | CHO-hERG, FluxOR thallium flux, dofetilide IC70 present;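 active = activation above the mean of controls blocked by dofetilide plus 5 SD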;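 also: thallium influx through hERG after potassium depolarization seen as dye fluorescence rise; in these data hits start at about 4.7%; inactives centre near -7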
# TRPC4 act – TRPC4 (mouse) channel activation; Q9QUQ5; HEK293 TRPC4beta/mu-opioid, Fluo4 calcium fluorescence; hits give high values; B-score at 10 µM; hit rate 0.49% among 310,000; AID 2237;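 active = B-score above 5 SD of library B-scores, and initial fluorescence ratio not above library mean plus 5 SD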;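 also: positive B-score marks a calcium rise read as TRPC4 activation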
#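 Assay system – TRPC4beta and mu-opioid receptor HEK293 stable cells · Measured by – Fluo4 fluorescence, kinetic · Schedule – dye loading 45 min room temperature, 110 s kinetic read · Read-out – B-scored integrated calcium fluorescence ratio · Controls – buffer and maximal DAMGO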
# ANO1 activ – activates or potentiates the mouse TMEM16A chloride channel | Q8BHY3 | HEK293 TMEM16A/YFP-H148Q/I152L, iodide quench fluorescence; hits give low values | B-score at 10 µM | hit rate 0.3% among 340,000 | AID 623877;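 active = fluorescence-ratio B-score plate-corrected deviation score at least 3 library SD below zero, with starting fluorescence score within 5 deviations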;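 also: channel opened by trigger with iodide after compound preincubation; score built on the fluorescence ratio of max minus min over baseline; more negative score means more quench and so TMEM16A activation or potentiation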
# Target sequence (Q8BHY3 whole entry, looked up): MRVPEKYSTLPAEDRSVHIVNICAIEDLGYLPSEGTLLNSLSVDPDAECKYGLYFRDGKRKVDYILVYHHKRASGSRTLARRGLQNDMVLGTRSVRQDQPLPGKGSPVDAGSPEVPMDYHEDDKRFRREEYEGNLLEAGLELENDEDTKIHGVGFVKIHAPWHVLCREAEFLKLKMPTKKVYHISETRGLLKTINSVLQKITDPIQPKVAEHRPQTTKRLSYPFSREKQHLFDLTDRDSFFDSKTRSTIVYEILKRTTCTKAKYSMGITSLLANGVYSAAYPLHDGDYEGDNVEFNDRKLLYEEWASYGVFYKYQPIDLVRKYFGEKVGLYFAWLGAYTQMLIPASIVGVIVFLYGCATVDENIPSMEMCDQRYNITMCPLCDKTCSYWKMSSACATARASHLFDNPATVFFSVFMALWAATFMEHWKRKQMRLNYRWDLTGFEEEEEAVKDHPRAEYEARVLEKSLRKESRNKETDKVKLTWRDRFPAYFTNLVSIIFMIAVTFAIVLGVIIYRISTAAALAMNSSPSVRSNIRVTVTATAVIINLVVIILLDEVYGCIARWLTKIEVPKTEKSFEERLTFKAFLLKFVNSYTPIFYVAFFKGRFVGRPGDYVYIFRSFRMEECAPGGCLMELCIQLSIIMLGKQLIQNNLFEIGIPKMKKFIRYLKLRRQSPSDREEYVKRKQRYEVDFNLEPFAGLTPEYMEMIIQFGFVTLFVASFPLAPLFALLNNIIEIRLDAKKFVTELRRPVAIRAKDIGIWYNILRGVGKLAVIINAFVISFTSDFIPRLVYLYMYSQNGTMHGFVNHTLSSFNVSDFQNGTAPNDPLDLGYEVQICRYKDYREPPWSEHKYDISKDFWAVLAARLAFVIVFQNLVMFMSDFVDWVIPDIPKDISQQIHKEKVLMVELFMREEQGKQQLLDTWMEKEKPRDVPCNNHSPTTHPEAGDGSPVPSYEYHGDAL
# KCNK9 inh – inhibitors of human KCNK9 two-pore domain potassium channel; Q9NPC2; B-score at 10 µM; hit rate 1.2% among 310,000; HEK293 KCNK9, FluxOR thallium flux fluorescence; hits give low values; AID 488922;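 active = ratio B-score over 3 SD below the library mean, with starting fluorescence within 5 SD of its mean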;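 also: negative B-score means less thallium flux so channel inhibition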
# HDAC3 inhib – blocks human histone deacetylase 3; inhibition, % at 8.3 µM; hit rate 0.15% among 320,000; AID 2718; recombinant HDAC3, fluorogenic peptide/trypsin coupled, fluorescence; O15379; in the data active = inhibition above about 26%, passing the limit was not always enough; inconclusive = no clear call, values can overlap the other calls
# TRPC4 potent – TRPC4 (mouse) allosteric potentiation. hit rate 0.42% among 310,000. HEK293 TRPC4beta/mu-opioid, DAMGO EC20, Fluo-4 Ca2+ flux; hits give high values. AID 2227. Q9QUQ5. B-score at 10 µM;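 active = B-score of calcium response area above 5 SD of library B-scores, with initial fluorescence ratio within 5 SD of library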;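 also: B-score of integrated fluorescence ratio over time as area under calcium response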
# TMEM16A inh – inhibitors of mouse TMEM16A calcium-activated chloride channel; Q8BHY3; HEK293 TMEM16A/YFP iodide influx fluorescence, ionomycin; normalized B-score (activity score, 25-100; higher = stronger inhibition) at 10 µM; hit rate 1.2% among 310,000;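 active = ratio plate-corrected score three or more library SD toward inhibition, starting fluorescence score within five deviations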;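 also: score derived from kinetic fluorescence span divided by baseline fluorescence per well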
# KCNQ1 pot – human KCNQ1 channel potentiation or activation. P51787. CHO-K1 KCNQ1, thallium flux FluxOR fluorescence; hits give high values. B-score at 10 µM. hit rate 0.35% among 310,000. AID 2648;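 active = fluorescence ratio B-score, a plate-corrected score, at least three library SD, with initial intensity B-score within 5 SD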
#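 assay system = CHO-K1 cells stably expressing KCNQ1 | medium = assay buffer, equal DMSO in all wells | timing = 37 °C overnight plating, 90-min dark dye load, 20-min compound pretreatment | measured by = kinetic FluxOR thallium fluorescence, 10-s 1-Hz baseline, 110-s post-stimulus read | measure = fluorescence change relative to baseline, converted to B score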
# * = called active by the depositor; i = inactive; ? = inconclusive; / = no result given. Not all compounds are listed; count on the stated rates, not on these rows.
No.	molecule	KCNQ1 inh	DYRK1A inh	KCNK3 inh	hERG rescue	TRPC4 act	ANO1 activ
1	COc1cccc(C(=O)NC2CCCc3ccccc32)c1OC (stereo not drawn)	i	3	i	-8	i	i
2	O=C(O)c1ccc(Br)cn1	i	0	i	-4	i	i
3	COc1ccc(S(=O)(=O)Cc2ccc(C(=O)N3CCOCC3)o2)cc1	i	7	i	-6	i	i
4	COc1cc(C)c(C(C)C)cc1S(=O)(=O)N1CCOCC1	i	0	i	-9	i	i
5	COCCCNC(=O)CCCn1c(=O)c2ccccc2n(CC(=O)Nc2c(C)cccc2C)c1=O	i	4	i	-1	i	i
6	CC(C)NC(=O)COC(=O)CNC(=O)c1cc(Cl)cc([N+](=O)[O-])c1	i	-1	i	-13	i	i
7	C=CCn1c(=O)/c(=C2/Sc3ccccc3N2CC)s/c1=C1/C(=O)NN=C1C	i	/	/	-13	i	/
8	COc1ccc(CN2CCCCCC2)cc1OC	i	/	i	1	i	i
9	CCOC(=O)C(Cc1ccc(O)cc1)NC(=O)CNC(=O)C1CCCN1C(=O)OC(C)(C)C (stereo not drawn)	i	0	i	-5	i	i
10	O=C(Oc1cccnc1)c1ccc([N+](=O)[O-])cc1Cl	i	1	i	-9	i	i
11	Cc1sc2nc(CN3CCCC3)nc(Cl)c2c1C	i	4	i	-14	i	i
12	CCN1C(=O)c2ccccc2S(=O)c2ccc(C(=O)N3CCCC3)cc21 (stereo not drawn)	i	5	i	-7	i	i

No.	KCNK9 inh	HDAC3 inhib	TRPC4 potent	TMEM16A inh	KCNQ1 pot
1	i	3	i	i	i
2	i	1	i	i	i
3	i	2	i	i	i
4	i	6	i	i	i
5	i	2	i	i	i
6	i	-7	i	i	i
7	i	-8	i	i	i
8	i	-4	i	i	i
9	i	0	i	i	i
10	i	3	i	i	i
11	i	3	i	i	i
12	i	1	i	i	i

# New compounds follow
No.	molecule	KCNQ1 inh	DYRK1A inh	KCNK3 inh	hERG rescue	TRPC4 act	ANO1 activ
13	CC(C)Sc1nc2c(c(=O)n1C)SC(C)C2 (stereo not drawn)	i	-2	i	-7	i	i
14	Cc1nc(N2CCN(Cc3ccc4c(c3)OCO4)CC2)nc2c1C(=O)CC(c1ccco1)C2 (stereo not drawn)	i	-5	i	-8	i	i
15	CCOc1ccc(S(=O)(=O)N(C)C)cc1-c1nc2c(C(C)(C)C)nn(C)c2c(=O)[nH]1	i	-5	i	-9	i	i
16	Cc1ccc(C(=O)N2CCN(S(=O)(=O)c3ccc(C(C)C)cc3)CC2)s1	i	10	i	-18	i	i
17	CCOC(=O)C[C@H]1c2cc(F)ccc2S(=O)(=O)N1C(C)C	i	2	i	-4	i	i
18	CC1CCN(C(=S)NCCc2ccccc2)CC1	i	4	i	-7	i	i
19	CCOn1c(=O)c(-c2cc3ccccc3o2)[n+]([O-])c2ccccc21	i	-20	i	-7	i	i
20	c1ccc(CN2CCN(c3nc(N4CCOCC4)c4ccccc4n3)CC2)cc1	i	1	i	-12	i	i
21	Cc1ccc2cc(CN(CCc3ccccc3)C(=S)NCCCN(C)C)c(=O)[nH]c2c1	i	-1	i	-11	i	i
22	O=C(NCCCNC(=O)c1ccc(F)cc1)c1ccc(F)cc1	i	-2	i	-3	i	i
23	CCOc1ccc(-c2cc(C(=O)NCCCn3ccnc3)c3cc(Br)ccc3n2)cc1	i	15	i	-9	i	i
24	O=C(/C=C/Nc1ccccc1OC(F)(F)F)C(F)(F)F	i	1	i	-9	i	i

No.	KCNK9 inh	HDAC3 inhib	TRPC4 potent	TMEM16A inh	KCNQ1 pot
13	i	/	i	i	i
14	i	-4	i	i	i
15	i	3	i	i	i
16	i	2	i	i	i
17	i	-8	i	i	i
18	i	5	i	i	i
19	i	-1	i	i	i
20	i	9	i	i	i
21	i	9	i	i	i
22	i	-6	i	i	i
23	i	2	i	i	i
24	i	-4	i	i	i

# (more compounds)
No.	molecule	KCNQ1 inh	DYRK1A inh	KCNK3 inh	hERG rescue	TRPC4 act	ANO1 activ
25	Cc1ccsc1/C=N/NC(=O)Cn1nc(C)c([N+](=O)[O-])c1C	i	2	i	-8	i	i
26	COc1ccc(Br)cc1C1SCCN1S(C)(=O)=O (stereo not drawn)	i	-2	i	-4	i	i
27	COc1ccc([C@@H]2[C@@H]3C(=O)N(C(C)(C)C)C(=O)[C@@H]3[C@]3(CC(C)C)C(=O)N(c4ccc(C(F)(F)F)cc4)C(=O)N23)cc1	i	6	i	-6	i	i
28	COc1cc2c(cc1OC)CN(CC(=O)Nc1ccc(Cl)c(S(=O)(=O)N(C)C)c1)CC2	i	0	i	0	i	i
29	COc1ccc(Cl)cc1NC(=O)c1cnc2sccn2c1=O	i	3	i	-10	i	i
30	O=C1CS(=O)CN1c1ccc(Oc2ccccc2)cc1 (stereo not drawn)	i	-1	i	-5	i	i
31	CC[C@@]12C(=O)N(c3cccc(F)c3)C(=O)N1[C@H](c1ccc(F)cc1)[C@@H]1C(=O)N(C3CCCCC3)C(=O)[C@@H]12	i	33	i	-7	i	i
32	COc1ccc(C(=O)N2CCCC(CNC(=O)c3ccccc3Cl)C2)o1 (stereo not drawn)	i	-3	i	-7	i	i
33	Cc1ccc(-c2nnn(CC(=O)NCCC3=CCCCC3)n2)cc1	i	-4	i	-7	i	i
34	O=C(Nc1c2c(nc3c1CCC3)CCCC2)c1ccccn1	i	-7	i	-14	i	i
35	CC1(C)Cc2c(c(N3CCCC3)[nH]c(=S)c2C#N)CO1	i	/	/	-4	i	/
36	C=CCNC(=O)NC(=O)c1csc([N+](=O)[O-])c1	i	/	i	-5	i	i

No.	KCNK9 inh	HDAC3 inhib	TRPC4 potent	TMEM16A inh	KCNQ1 pot
25	i	-1	i	i	i
26	i	6	i	i	i
27	i	13	i	i	i
28	i	-1	i	i	i
29	i	0	i	i	i
30	i	0	i	i	i
31	i	-7	i	i	i
32	i	?	i	i	i
33	i	-2	i	i	i
34	i	-2	i	i	i
35	i	2	i	i	i
36	i	1	i	i	i

# (cont.)
No.	molecule	KCNQ1 inh	DYRK1A inh	KCNK3 inh	hERG rescue	TRPC4 act	ANO1 activ
37	CCCCN(C(=O)c1cccc(S(=O)(=O)N2CC(C)OC(C)C2)c1)c1c(N)n(CCCC)c(=O)[nH]c1=O (stereo not drawn)	i	1	i	-12	i	i
38	C=CCNC(=S)N(CC)c1cccc2ccccc12	i	-2	i	-4	i	i
39	CCCn1c(N)c(N(CCOC)C(=O)c2cc3c(s2)CCCCC3)c(=O)[nH]c1=O	i	-1	i	-12	i	i
40	O=C(c1cccc(Cl)c1)N1CCn2c1nc1ccccc12	i	-6	i	-12	i	i
41	CNC(=O)CSc1nnc(-c2ccc3c(c2)OCO3)n1C	i	7	i	-6	i	i
42	O=C(NC(NC1CCS(=O)(=O)C1)C(Cl)(Cl)Cl)c1ccc(Br)cc1 (stereo not drawn)	10*	1	i	-14	i	i
43	Clc1cc(Cl)cc(CN2CCSCC2)c1	i	/	i	-8	i	i
44	C=C(C)c1cccc(C(C)(C)NC(=O)Nc2ccc(C(C)=O)cc2)c1	i	-2	i	-14	i	i
45	CCOc1ccccc1NC(=O)CCCN1C(=S)NC(C)(C)CC1C (stereo not drawn)	i	-3	i	-3	i	i
46	COc1ccc(NC(=O)C2CC(c3c(F)cccc3Cl)=NO2)cc1 (stereo not drawn)	i	-9	i	-1	i	i
47	COc1ccc(C(C(=O)NC(C)(C)C)N(Cc2cccnc2)C(=O)CCC(=O)Nc2cc(C)on2)cc1 (stereo not drawn)	i	2	i	-5	i	i
48	O=C(CNC(=O)c1ccccc1Cl)N/N=C/c1ccc2c(c1)OCO2	i	-5	i	-6	i	i

No.	KCNK9 inh	HDAC3 inhib	TRPC4 potent	TMEM16A inh	KCNQ1 pot
37	i	-5	i	i	i
38	i	0	i	i	i
39	i	0	i	i	i
40	i	-3	i	i	i
41	i	-3	i	i	i
42	i	0	i	i	i
43	i	/	i	i	i
44	i	6	i	i	i
45	i	9	i	i	i
46	i	3	i	i	i
47	i	3	i	i	i
48	i	0	i	i	i

# Whole records, quoted from the list. Screens in order: KCNQ1 inh | DYRK1A inh | KCNK3 inh | hERG rescue | TRPC4 act | ANO1 activ | KCNK9 inh | HDAC3 inhib | TRPC4 potent | TMEM16A inh | KCNQ1 pot
# `Cc1nc(N2CCN(Cc3ccc4c(c3)OCO4)CC2)nc2c1C(=O)CC(c1ccco1)C2` (stereo not drawn) as listed: i | -5 | i | -8 | i | i | i | -4 | i | i | i
# `Cc1ccc2cc(CN(CCc3ccccc3)C(=S)NCCCN(C)C)c(=O)[nH]c2c1` as listed: i | -1 | i | -11 | i | i | i | 9 | i | i | i
# `C=C(C)c1cccc(C(C)(C)NC(=O)Nc2ccc(C(C)=O)cc2)c1` as listed: i | -2 | i | -14 | i | i | i | 6 | i | i | i
# `COc1ccc(C(C(=O)NC(C)(C)C)N(Cc2cccnc2)C(=O)CCC(=O)Nc2cc(C)on2)cc1` (stereo not drawn) as listed: i | 2 | i | -5 | i | i | i | 3 | i | i | i
# `O=C(CNC(=O)c1ccccc1Cl)N/N=C/c1ccc2c(c1)OCO2` as listed: i | -5 | i | -6 | i | i | i | 0 | i | i | i

# Carrying on:
No.	molecule	KCNQ1 inh	DYRK1A inh	KCNK3 inh	hERG rescue	TRPC4 act	ANO1 activ
49	CCSc1nnc(NC(=O)C(C)(C)C)s1	i	-5	i	-2	i	/
50	CCCC(C(=O)NC1CCCC1)N(CCN(CC)CC)C(=O)c1snc(C(N)=O)c1N (stereo not drawn)	i	-4	i	-5	i	i
51	OCCC1CN(Cc2cccc(-c3ccco3)c2)CCN1Cc1ccsc1 (stereo not drawn)	i	4	i	-8	i	i
52	CCOc1ccc2[nH]c3c(NCCCOC)ncnc3c2c1	i	0	i	-3	i	i
53	Cc1ccc(O)c(C(=O)c2cnn(C(=O)COc3ccc(Cl)cc3)c2)c1	i	-6	i	-4	i	i
54	CCc1nn(CC(=O)NCCC(C)C)c(=O)c2cc3c(OC)cccc3n12	i	0	i	-12	i	i
55	O=C(CC(C(=O)O)c1ccccc1)c1cccs1 (stereo not drawn)	i	-3	i	-7	i	i
56	CC(C)c1ccc(NC(=O)c2snc3ccc(Cl)cc23)cc1	i	-4	i	-11	i	i

No.	KCNK9 inh	HDAC3 inhib	TRPC4 potent	TMEM16A inh	KCNQ1 pot
49	i	1	i	i	i
50	i	2	i	i	i
51	i	-4	i	i	i
52	i	-52	i	i	i
53	i	4	i	i	i
54	i	1	i	i	i
55	i	-7	i	i	i
56	i	6	i	i	i
